Screening data (PubChem BioAssay)
MBD2 DNA inh = inhibitors of human MBD2 binding to methylated oligonucleotide | Q9UBB5 | TR-FRET | inhibition, % at 4.4 µM | actives 0.31% (n = 370,000) | AID 686964; in the data active means inhibition above about 13%
NR1D1 modulator = Rev-erb alpha (human) modulation | P20393 | Rev-erbα–FITC-DNA binding, fluorescence polarization, 90 min | activity, % at 10 µM | actives 0.79% (n = 370,000);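 active means activity above about 14%, limit read from the data; passing the limit was not always enough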;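 further: 0% = DMSO wells with 35 nM protein and 100% = DMSO wells with 750 nM protein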
Target sequence (P20393 whole entry, looked up): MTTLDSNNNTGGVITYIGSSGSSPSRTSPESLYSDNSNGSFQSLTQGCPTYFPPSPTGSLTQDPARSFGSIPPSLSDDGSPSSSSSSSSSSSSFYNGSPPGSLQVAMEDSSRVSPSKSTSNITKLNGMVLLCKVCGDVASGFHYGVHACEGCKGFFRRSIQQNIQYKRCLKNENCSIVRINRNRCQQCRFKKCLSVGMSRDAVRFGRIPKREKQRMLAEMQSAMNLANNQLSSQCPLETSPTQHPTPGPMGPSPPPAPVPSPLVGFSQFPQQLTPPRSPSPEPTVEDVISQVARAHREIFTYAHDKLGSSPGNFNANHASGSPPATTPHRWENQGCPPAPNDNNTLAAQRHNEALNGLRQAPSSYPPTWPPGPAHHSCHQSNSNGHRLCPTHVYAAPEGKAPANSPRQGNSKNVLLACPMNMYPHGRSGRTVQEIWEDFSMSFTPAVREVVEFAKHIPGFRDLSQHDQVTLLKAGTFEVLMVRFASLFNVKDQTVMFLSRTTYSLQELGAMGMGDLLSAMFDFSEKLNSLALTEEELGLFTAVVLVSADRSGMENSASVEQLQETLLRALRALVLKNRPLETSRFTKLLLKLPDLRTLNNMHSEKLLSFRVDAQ
LEDGF integ inh = blocks HIV-1 LEDGF/p75-dependent DNA integration | actives 0.64% (n = 370,000) | AID 743269 | inhibition, % at 3.7 µM | TR-FRET IN-LEDGF/p75 DNA integration, Eu/Cy5;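 active means inhibition above the screen-wide mean plus 3 SD, cut at about 13% in these data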;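 further: signal is the Cy5 over europium emission ratio at 671 and 618 nm; 0% = plate median of compound wells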
HTRA1 inh = blocks human HTRA1 serine peptidase | inhibition, % at 5.96 µM | AID 504803 | recombinant HTRA1, FP-rhodamine activity-based probe, fluorescence polarization | actives 0.5% (n = 340,000) | Q92743; in the data active means inhibition above about 36%;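 further: 0% = enzyme with DMSO and 100% = wells lacking enzyme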
Target sequence (Q92743 whole entry, looked up): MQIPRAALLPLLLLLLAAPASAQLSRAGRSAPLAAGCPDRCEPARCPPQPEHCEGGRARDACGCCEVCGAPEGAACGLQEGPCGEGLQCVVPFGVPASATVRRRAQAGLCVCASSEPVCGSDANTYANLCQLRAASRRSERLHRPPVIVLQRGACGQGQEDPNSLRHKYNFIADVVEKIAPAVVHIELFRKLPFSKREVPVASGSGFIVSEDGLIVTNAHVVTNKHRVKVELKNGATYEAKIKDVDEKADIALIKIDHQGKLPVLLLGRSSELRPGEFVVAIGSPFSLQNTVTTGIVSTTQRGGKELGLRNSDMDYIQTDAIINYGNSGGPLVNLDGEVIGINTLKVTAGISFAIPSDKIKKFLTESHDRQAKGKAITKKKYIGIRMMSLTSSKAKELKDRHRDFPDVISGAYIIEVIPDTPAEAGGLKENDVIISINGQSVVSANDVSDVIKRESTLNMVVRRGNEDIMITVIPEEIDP
PG9 Ab binder = PG9 antibody binding by small molecule; TR-FRET gp120-PG9 antibody binding; inhibition, % at 6.7 µM; actives 0.43% (n = 360,000); AID 624416; in the data active means inhibition above about 8.5%
UHRF1 MBD2 ctr = UHRF1 methyl-DNA binding inhibition; Q96T88; UHRF1 binding to methylated oligo, TR-FRET; inhibition, % at 4.4 µM; actives 0.75% (n = 370,000); in the data active means inhibition above about 21%;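 further: UHRF1 SRA domain binding a hemimethylated CpG hairpin DNA probe; 0% = median of test compound wells and 100% = reference inhibitor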
TCR-CD3 inh = human TCR-CD3 binding inhibition | TAMRA-labeled TCR probe fluorescence, biochemical | inhibition, % at 9.4 µM | actives 0.37% (n = 360,000) | AID 651800; in the data active means inhibition above about 19%;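 further: recombinant mutant TCR 2C K166C tagged with TAMRA read by polarization; 0% = receptor in buffer alone and 100% = receptor with positive control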
rCAG RNA binder = r(CAG) repeat RNA binding | TO-PRO-1 dye displacement fluorescence | inhibition, % at 3 µM | actives 1.3% (n = 370,000) | AID 651821;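 active means inhibition above the plate cutoff, the mean of all test compounds on that plate plus 3 SD, cut at about 35% in these data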;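 further: 0% = DMSO alone and 100% = 100 µM mitoxantrone as full dye displacement; higher means more dye released from RNA so lower well fluorescence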
PRMT1 FP inh = blocks human protein arginine methyltransferase 1. recombinant PRMT1, activity-based probe fluorescence polarization. inhibition, % at 2.79 µM. actives 1.3% (n = 370,000);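 active means inhibition above about 21% made by adding two undisclosed values, limit read from the data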
ABHD4 inh = inhibits mouse alpha/beta hydrolase domain 4; Q8VD66; purified mABHD4, FP-Rh probe fluorescence polarization; inhibition, % at 8.92 µM; actives 0.54% (n = 370,000); AID 720543;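 active means inhibition exceeding the mean over every tested compound plus 3 SD, cut at about 30% in these data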;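 further: 0% = plate median of compound wells and 100% = S159A mutant with DMSO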
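Material: mouse ABHD4 enzyme, wild type; Benchmarks: S159A mutant high control, sample median low control; Buffer or medium: HEPES pH 7.0, NaCl, Pluronic buffer; Signal: fluorescence polarization; Read-out: percent inhibition of probe binding, normalized to plate controls; Timing: pre-incubation 45 min, probe exposure 60 min, at 25 °C; Dosing: 8.92 µM, single dose.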
Numbers without * were called inactive; . = no result given; & = joins results of further samples.

SMILES	MBD2 DNA inh	NR1D1 modulator	LEDGF integ inh	HTRA1 inh	PG9 Ab binder	UHRF1 MBD2 ctr	TCR-CD3 inh	rCAG RNA binder	PRMT1 FP inh	ABHD4 inh
Cc1cccc(N2C(=O)C3C(c4ccccc4)OC4(C(=O)c5ccccc5C4=O)C3C2=O)c1 (stereo not given)	-5	2	2	6	0.3	-4	5	8	-4	2
NCCNC(=O)Cc1ccc(NC(=O)Cc2ccc(Nc3ncnc4c3ncn4[C@@H]3O[C@H](CO)[C@@H](O)[C@H]3O)cc2)cc1	-4	-8	1	-6	-0.1	-3	6	7	-1	-1
CCOc1cccc(C2C(C(=O)c3ccc(C)o3)=C(O)C(=O)N2Cc2ccccc2)c1 (stereo not given)	-6	-4	1	3	4.9	-6	0	8	-1	12
COc1ccc(/C=C/C(=O)Oc2ccc(C=O)cc2OC)cc1	8	-4	2	-12	-0.3	7	-2	-3	7	-6
CCCC(=O)NC(=S)Nc1cccc(NC(=O)c2ccc(Cl)cc2Cl)c1	-1	3	-2	-11	-2.9	0	-4	4	1	-4
CCCN1CCN(C(=O)Cn2cnc3ccc(S(=O)(=O)N4CCC(C)CC4)cc3c2=O)CC1	-1	0	-1	.	-1.3	4	1	-5	0	2
CCC(Sc1nccn1C)C(=O)Nc1nnc(C)s1 (stereo not given)	2	4	-7	-2	0.7	0	5	2	-2	4
O=C(O)c1cn(Cc2ccccc2)nc1-c1cccnc1	5	2	-3	-9	0.1	-1	4	-2	2	4
O=c1c2ccc([N+](=O)[O-])cc2ncn1CCOc1ccc(Cl)cc1	1	1	6	-20	0.5	-3	-1	1	-2	2
CNC(=O)C1CCN(S(=O)(=O)c2c(C)noc2/C=C/c2cccc(OC)c2)CC1	-3	1	0	-2	0.3	6	-9	5	0	6
CC(CCc1ccc(O)cc1)NCCc1ccc(O)c(O)c1 (stereo not given)	1	-1	-2	32	0.2	4	-9	5	21	33*
CCOc1ccc(-c2c(C)sc3nc[nH]c(=O)c23)cc1	6	-2	-4	5	2.1	1	2	-2	3	5
Cc1ccc(S(=O)(=O)N2CCCCC2)cc1C(=O)Nc1ccc2cn[nH]c2c1	0	0	3	-12	-0.8	-1	3	6	0	-10
Cc1ccc(N=Nc2c(N)[nH]n3c(=O)cc(C)nc23)cc1	-9	-2	-7	0	-10	-17	4	12	2	19
CSCc1ccc(C(=O)N2CCCC(Nc3ccc4c(c3)OCCO4)C2)o1 (stereo not given)	2	2	-2	0	-4.2	0	3	-2	0	3
O=C(O)C[C@H]1c2cc(F)ccc2S(=O)(=O)N1C1CCCC1	9	-8	2	-1	2.0	4	-7	7	5	-11
O=C(N[C@H](Cc1ccccc1)C(=O)N1CCN(CC(=O)N2CCCC2)CC1)[C@H]1O[C@@H](n2ccc(=O)[nH]c2=O)[C@H](O)[C@@H]1O	1	-3	-2	.	-1.2	1	3	-1	1	-1
O=C(COC(=O)c1cccc(S(=O)(=O)NCc2ccccc2)c1)NCC1CCCO1 (stereo not given)	-4	-8	2	1	-3.5	1	0	-3	1	4
O=C(CCCCCNC(=O)c1ccccc1)N/N=C/c1ccco1	-2	-3	0	3	-1.3	-1	0	1	2	-2
COc1ccc(Cn2ccnc2)cc1[N+](=O)[O-]	-8	5	0	1	1.1	-4	1	-1	-3	-1
CN(C)C(=O)c1ccccc1Sc1cc(Cl)ccc1Cl	-1	5	-3	-3	-0.2	-1	-5	-9	1	-3
CCc1nc(SCC(=O)N2CCC(C)CC2)c2c(=O)n(C)c(=O)n(C)c2n1	-4	7	0	-3	-0.3	1	3	-3	0	6
COCC(=O)Nc1nc(-c2ccc([N+](=O)[O-])cc2)cs1	-4	0	0	-3	0.9	-4	7	0	-5	-5
Cc1cccc(-n2c(O)c(C=Nc3c(C)n(C)n(-c4ccccc4)c3=O)c3ccccc3c2=O)n1	3	-2	-8	-6&11	-0.5	1	-9	2	4	3
NNC(=O)CN1C(CN2CCOCC2)=Nc2ccc(Br)cc2C1c1ccccc1 (stereo not given)	1	-2	-4	-9	1.1	1	7	6	1	2
Carrying on.
SMILES	MBD2 DNA inh	NR1D1 modulator	LEDGF integ inh	HTRA1 inh	PG9 Ab binder	UHRF1 MBD2 ctr	TCR-CD3 inh	rCAG RNA binder	PRMT1 FP inh	ABHD4 inh
Cc1cccc(N2CCN(C(=O)c3ccc4nccnc4c3)CC2C)c1 (stereo not given)	-2	10	6	9	-1.1	15	1	6	-4	-1
O=C1CC(SCCc2nc3ccccc3[nH]2)C(=O)N1c1ccc(F)cc1 (stereo not given)	-2	4	0	2	-2.2	-1	0	7	19	-2
CN(C)C(=O)NCc1ccc(S(N)(=O)=O)cc1	-4	-2	0	-4	1.8	-2	3	2	-1	0
COC(=O)Cn1c2c(c3cc(C)ccc31)CCCC2NC(C)c1ccccc1 (stereo not given)	4	-4	-2	2	-1.4	0	8	4	-3	3
C[C@@H]1CN([C@H](C)CO)C(=O)CCCn2nncc2CO[C@H]1CN(C)C(=O)C1CCCCC1	1	-1	-1	3	-1.8	1	1	0	-3	-1
Nc1c(C(=O)O)sc2nc(-c3ccccc3)cc(-c3ccccc3)c12	-4	-6	4	-22	1.9	-4	9	20	9	-1
CS(=O)(=O)N(Cc1ccccc1)c1ccc(C(=O)Nc2ccccc2C(=O)O)cc1	3	0	1	-27	-1.4	3	6	65*	1	-6
C=C(C)CN(CC)C(=O)CSc1nc2ncc(Cl)cc2[nH]1	0	-3	-2	0	-2.3	0	-2	3	1	4
N#Cc1ccc(S(=O)(=O)N2CCN(CC(=O)Nc3ccccc3C(=O)NC3CC3)CC2)cc1	7	0	-6	4	2.0	3	-6	4	11	-2
Cc1nnc(NC(=O)Cn2c(=O)sc3ccccc32)s1	2	1	3	8	-1.8	-2	0	3	-2	3
CCOC(=O)c1c(NC(=O)COC(=O)c2ccc(S(=O)(=O)C(F)F)cc2)sc(C(=O)N(C)C)c1C	-4	9	2	-16	0.8	2	-7	5	-2	0
O=C(COC(=O)CCS(=O)(=O)c1ccc(Cl)cc1)Nc1ncc(Cl)cc1Cl	-5	-1	0	-5	2.4	-1	7	0	0	2
COc1ccc(C=C2C(=O)c3ccccc3C2=O)cc1O	-21	8	0	7	-8.9	-12	4	23	14	9
CC(C)OC(=O)c1cc(NC(=S)Nc2ccc([N+](=O)[O-])cc2)cc(C(=O)OC(C)C)c1	2	6	1	-11	0.6	0	2	1	-6	-5
O=C(NC1CCCCC1)C(=S)NCCc1ccccc1	0	2	2	-5	2.2	3	-3	-4	17	-1
O=C(CCS(=O)(=O)c1ccc(Cl)cc1)Nc1nc(-c2cccnc2)cs1	1	0	3	-4	0.7	-2	7	2	2	-1
O=[N+]([O-])c1ccc2oc(-c3cccc(O)c3)nc2c1	3	3	3	-11	-1.3	-5	-2	7	3	-7
CNC(=S)Nc1ccc(N2CCCC2)c(S(=O)(=O)Nc2ccc(OC)cc2)c1	-2	11	-5	11	1.6	1	-5	11	4	11
O=C(Nc1ccccc1)Nc1ccc2ocnc2c1	0	-1	-6	3	-1.0	-6	1	1	3	9
COC(=O)c1cc(-c2cccc(OC)c2)c2c(=O)[nH]c(=O)n(C)c2n1	-4	8	1	1	8.8*	-3	-4	1	-2	4
O=C(O)c1ccccc1C(=O)NCc1cccnc1	-4	6	-1	5	-0.6	4	-3	0	-2	-10
Cc1cc(C)c(C)c(S(=O)(=O)N2CCN(CC(=O)Nc3sccc3C#N)CC2)c1C	0	0	-2	-54	-1.8	-2	3	1	-2	-4
CC1=CC(c2ccccc2)n2nc(NC(=O)CCC(=O)O)nc2N1 (stereo not given)	-1	4	3	15	-3.7	6	3	1	-3	-11
Oc1ccc(-c2csc(-c3ccccc3)n2)cc1O	3	.	0	59*	-0.6	2	-7	24	11	31*
CCCCn1nnnc1C(c1ccccc1)N1CCN(c2ccc(C(F)(F)F)cn2)CC1 (stereo not given)	-3	6	-4	.	0.1	0	-4	1	2	-9

Random excerpt: five compounds from above, in no set order.
SMILES	MBD2 DNA inh	NR1D1 modulator	LEDGF integ inh	HTRA1 inh	PG9 Ab binder	UHRF1 MBD2 ctr	TCR-CD3 inh	rCAG RNA binder	PRMT1 FP inh	ABHD4 inh
O=C(O)c1ccccc1C(=O)NCc1cccnc1	-4	6	-1	5	-0.6	4	-3	0	-2	-10
CN(C)C(=O)NCc1ccc(S(N)(=O)=O)cc1	-4	-2	0	-4	1.8	-2	3	2	-1	0
CNC(=S)Nc1ccc(N2CCCC2)c(S(=O)(=O)Nc2ccc(OC)cc2)c1	-2	11	-5	11	1.6	1	-5	11	4	11
COC(=O)Cn1c2c(c3cc(C)ccc31)CCCC2NC(C)c1ccccc1 (stereo not given)	4	-4	-2	2	-1.4	0	8	4	-3	3
O=C(COC(=O)CCS(=O)(=O)c1ccc(Cl)cc1)Nc1ncc(Cl)cc1Cl	-5	-1	0	-5	2.4	-1	7	0	0	2

Further results follow.
SMILES	MBD2 DNA inh	NR1D1 modulator	LEDGF integ inh	HTRA1 inh	PG9 Ab binder	UHRF1 MBD2 ctr	TCR-CD3 inh	rCAG RNA binder	PRMT1 FP inh	ABHD4 inh
CC(=O)c1ccc(NC(=O)COC(=O)c2ccc(F)cc2F)cc1	-5	-3	-3	2	-0.4	1	4	-6	2	-3
Cc1sc2ncnc(N3CCC(C(=O)N(C)CC(=O)Nc4ccc(Cl)c(C(F)(F)F)c4)CC3)c2c1C	-1	1	0	-83	0.4	-2	4	6	-2	-30
O=C(CN1CCOCC1)NCc1cc([N+](=O)[O-])ccc1O	2	5	5	6	-0.7	-2	0	-1	-2	0
Cc1nc(NC(=O)c2ccccc2)sc1C1(C)CC(c2c(Cl)cccc2Cl)=NO1 (stereo not given)	4	3	-2	-45	0.7	1	1	17	4	-18
CCN1C(=O)CSC1=Nc1ccc(Cl)c(Cl)c1	4	14	3	-1	-1.8	-1	-3	-4	-1	-1
Cc1cc(C(=O)N/N=C/c2ccncc2)c2ccccc2n1	-2	2	1	9	-0.8	2	2	0	-1	2
CCOc1ccc(-c2csc(NNC3=NCCCCC3)n2)cc1	-1	-2	1	1	-5.8	-1	-7	5	18	19
Cc1cc(S(=O)(=O)NCC(C)C)ccc1OCC(=O)NC1CC1	8	7	-2	-2	-3.2	0	-11	-3	-1	-1
Fc1cccc(CNC2CCN(CCc3ccccc3)CC2)c1	1	1	0	9	0.0	-2	-8	-10	0	-1
O=C1C2C3C=CC([C@@H]2C(=O)N1C1CCCCC1)[C@H]1C(=O)N(C2CCCCC2)C(=O)C31 (stereo not given in full)	5	-2	2	7	1.8	8	-4	-1	1	-11
COc1ccccc1/C=C/CN1CCC(n2nccc2NC(=O)CCc2ccccc2)CC1	1	0	3	-4	-2.1	0	-1	-5	0	6
CCC(C)CN1C(=O)CN(S(C)(=O)=O)CC1(C)C(=O)Nc1ccc2c(c1)OCCO2 (stereo not given)	2	-6	-5	.	-1.4	-1	0	1	2	-1
FC(F)(F)c1cccc(N2CCN(c3nnnn3-c3ccccc3)CC2)c1	-2	0	2	-15	1.7	-2	1	-8	1	-5
Fc1ccc(C2CC(c3cccs3)=NN2c2ccccc2)cc1 (stereo not given)	-4	-2	-2	8	-0.1	4	2	6	2	-4
Cc1ccc(-c2c(C#N)c(N)n(-c3ccc(Cl)cc3)c(=O)c2C#N)cc1	-6	38*	0	.	2.1	0	0	3	-5	1
CCOC(=O)C(C)(C)Sc1nc2c(cnn2-c2ccc(Cl)cc2)c(=O)[nH]1	1	6	0	-6	2.0	3	-10	16	2	-10
COCCN(C(=O)CCc1ccccc1OC)c1nnc(-c2cccnc2)s1	-1	-8	2	-10	-0.1	18	2	-1	3	2
O=C(NCC1CCCCC1)NCC1CCCCC1	-8	4	-3	-3	1.4	-2	5	-3	1	2

This is a subset. The share of hits here may be higher or lower than overall.
